Screening results deposited in PubChem BioAssay by several laboratories.
TRAIL sens C8: caspase-8 TRAIL sensitization; NB7+C8 cells + TRAIL, ATPlite viability luminescence; inhibition (viability loss, TRAIL sensitization), % at 10 µM; 1% of 360,000 active; AID 624354;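 active means compounds causing at least 50% loss of cell viability in the single-dose screen, relative to plate controls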
SRC2 inh: human SRC2 (NCOA2) inhibition | Q15596 | HEK293 GAL4-SRC2 luciferase reporter, luminescence | inhibition, % at 9 µM | 0.17% of 370,000 active | AID 651957;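 active means inhibition above the mean inhibition of all tested compounds plus 3 SD, set per campaign, cut at about 52% in these data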;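 further: 0% = DMSO treated cells and 100% = cells given Gossypol at 36 µM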
TROY signal inh: blocks TROY-dependent signaling in reporter cells. Q293 LMP1-TROYcd NF-kB luciferase reporter, 4 h. AID 1347056. 0.98% of 360,000 active. inhibition, % at 10 µM;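 active means compounds whose plate-normalised and pattern-corrected inhibition of the luciferase reporter signal at the single screening dose is 50% or more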
NR2F2 inh: blocks human COUP-TFII nuclear receptor. P24468. HEK293T NGFI-A luciferase reporter, luminescence. inhibition, % at 8.6 µM. 0.7% of 370,000 active;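 active means inhibition above a per-plate cutoff, mean inhibition of test wells between control levels plus 3 SD, cut at about 38% in these data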;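 further: cells cotransfected with COUP-TFII expression vector driving the NGFI-A reporter; 0% = median of COUP-TF2 test wells and 100% = reporter-only cells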
CF NFkB block: blocks PAF-induced NF-kB reporter in cystic fibrosis cells; KKLEB NF-kB-GFP reporter, GFP fluorescence overnight; inhibition, % at 5 µM; 0.86% of 360,000 active; AID 588850;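 active means at least 50% inhibition at 5 µM, scaled per plate between neutral and stimulator controls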;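 further: PAF is a Pseudomonas aeruginosa culture filtrate used as stimulus; plate controls were PAF-stimulated DMSO wells for no effect and unstimulated DMSO wells for full effect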
SRC3 inh: inhibits human SRC3 coactivator | AID 588352 | 0.17% of 360,000 active | inhibition, % at 3.6 µM | HEK293 GAL4-SRC3 luciferase reporter, luminescence;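 active means inhibition above a per-campaign cutoff, the mean of all compounds plus 3 SD, cut at about 60% in these data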;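 further: 0% = DMSO-treated cells and 100% = gossypol-treated cells at 36 µM; higher means less SRC3-driven luciferase light from the GAL4 reporter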
Target sequence (Q9Y6Q9 whole entry, looked up, the tested form may be a part): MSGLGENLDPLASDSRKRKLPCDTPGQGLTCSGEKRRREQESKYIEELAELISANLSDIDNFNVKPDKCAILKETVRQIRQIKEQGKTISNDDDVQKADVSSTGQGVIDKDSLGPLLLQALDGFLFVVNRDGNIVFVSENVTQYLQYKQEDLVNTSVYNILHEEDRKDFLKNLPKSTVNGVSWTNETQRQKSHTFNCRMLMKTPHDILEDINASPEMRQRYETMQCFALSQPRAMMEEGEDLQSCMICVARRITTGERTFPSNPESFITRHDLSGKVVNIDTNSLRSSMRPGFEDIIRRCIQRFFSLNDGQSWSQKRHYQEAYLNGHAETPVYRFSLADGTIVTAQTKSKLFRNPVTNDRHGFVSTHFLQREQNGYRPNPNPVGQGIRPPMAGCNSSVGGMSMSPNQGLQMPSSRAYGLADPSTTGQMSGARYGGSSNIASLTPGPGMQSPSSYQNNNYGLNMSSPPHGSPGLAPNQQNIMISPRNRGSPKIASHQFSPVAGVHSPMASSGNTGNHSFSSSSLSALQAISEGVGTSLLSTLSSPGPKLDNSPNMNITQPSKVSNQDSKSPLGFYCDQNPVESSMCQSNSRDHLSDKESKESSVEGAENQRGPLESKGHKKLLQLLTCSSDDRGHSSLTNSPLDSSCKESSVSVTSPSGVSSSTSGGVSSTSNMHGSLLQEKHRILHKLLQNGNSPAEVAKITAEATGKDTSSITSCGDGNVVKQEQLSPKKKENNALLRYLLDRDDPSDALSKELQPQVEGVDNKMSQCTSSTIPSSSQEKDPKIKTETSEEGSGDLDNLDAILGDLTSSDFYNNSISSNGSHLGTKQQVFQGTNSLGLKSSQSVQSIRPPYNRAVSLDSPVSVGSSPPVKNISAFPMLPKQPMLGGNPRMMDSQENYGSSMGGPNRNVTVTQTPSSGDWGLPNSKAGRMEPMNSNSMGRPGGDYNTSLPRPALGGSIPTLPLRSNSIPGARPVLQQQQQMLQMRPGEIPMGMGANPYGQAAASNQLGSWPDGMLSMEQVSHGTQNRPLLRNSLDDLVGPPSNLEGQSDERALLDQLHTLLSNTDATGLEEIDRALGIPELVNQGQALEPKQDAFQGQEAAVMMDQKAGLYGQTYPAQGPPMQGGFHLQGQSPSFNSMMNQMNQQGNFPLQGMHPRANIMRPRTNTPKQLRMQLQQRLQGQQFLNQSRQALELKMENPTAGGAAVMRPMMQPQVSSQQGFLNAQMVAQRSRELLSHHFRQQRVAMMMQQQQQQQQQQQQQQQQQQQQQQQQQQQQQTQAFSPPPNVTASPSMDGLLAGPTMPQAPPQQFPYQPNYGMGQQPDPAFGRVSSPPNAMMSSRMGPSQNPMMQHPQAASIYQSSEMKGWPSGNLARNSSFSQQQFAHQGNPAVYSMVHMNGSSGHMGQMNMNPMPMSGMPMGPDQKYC
LRH-1 inv ag: NR5A2 inverse agonism in reporter assay; O00482; HEK293T StAR-luciferase reporter, LRH-1 transfected, 24 h; inhibition, % at 3.6 µM; 0.13% of 360,000 active; AID 602396;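 active means inhibition above the mean inhibition of all tested compounds plus 3 SD, cut at about 73% in these data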;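 further: 0% = DMSO wells and 100% = reporter-only cells lacking LRH-1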
EBV LMP1 NFkB: inhibitors of Epstein-Barr LMP1-induced NF-kappaB reporter; 0.69% of 350,000 active; inhibition, % at 12.5 µM; LMP1-induced NF-kappaB luciferase reporter cells, luminescence; in the data active means inhibition above about 41%;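 further: 0% = neutral control wells and 100% = reference inhibitor control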
KKLEB tox: reduces viability of KKLEB cystic fibrosis airway cells | KKLEB CF airway cells viability, ATPlite luminescence, overnight; hits give low values; cells stimulated with P. aeruginosa culture filtrate | activity change (cytotoxicity), % at 5 µM | AID 602141 | 0.36% of 360,000 active;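 active means corrected activity change at or below -50% at 5 µM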
SRC1 inh: inhibitors of human steroid receptor coactivator 1 (SRC1). inhibition, % at 3.6 µM. HEK293 GAL4-SRC1 luciferase reporter, luminescence. AID 588354. 0.12% of 360,000 active. Q15788;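 active means inhibition above the campaign mean plus 3 SD, with each screening campaign given its own cutoff, cut at about 60% in these data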;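 further: 0% = DMSO treated cells and 100% = gossypol at 36 µM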
TWEAK Fn14 block: blocks TWEAK-Fn14 interaction in a reporter cell assay. TWEAK-stimulated Fn14 reporter cells, luciferase luminescence, 8 h. inhibition, % at 10 µM. 2% of 360,000 active; in the data active means inhibition above about 50%
Starred values were filed as active, the others as inactive; . = no result given.

SMILES	TRAIL sens C8	SRC2 inh	TROY signal inh	NR2F2 inh	CF NFkB block	SRC3 inh	LRH-1 inv ag	EBV LMP1 NFkB	KKLEB tox	SRC1 inh	TWEAK Fn14 block
O=C(CNCc1cccc(Cl)c1)N1CCc2ccccc2C1	-4	-12	-27	-6	-13	-16	1	-9	-4	-22	-2
COC(=O)c1cccc(NC(=S)N2CCOCC2)c1	-3	0	8	-8	4	-1	-7	5	1	-2	1
CCCCn1nc(C(=O)NC2CCCCCC2)c2ccccc2c1=O	-2	-3	-8	-5	31	-13	-9	-1	-7	-28	-16
Cc1ccc(/C=C/C(=O)OCC(=O)NCc2ccccc2)o1	-8	-14	5	6	3	0	6	-9	14	-8	-6
O=C(NCc1cccnc1)C(=O)NCC1OCCCN1S(=O)(=O)c1ccc(Cl)cc1 (stereo unspecified)	-2	-9	14	10	5	11	-19	-1	5	7	10
O=Cc1ccc2c(c1)CCN2Cc1ccccc1	-6	-17	-7	4	1	-16	53	5	-10	4	14
O=C(CCNC(=O)c1ccccc1)OCC(=O)c1cccc(Cl)c1	-6	-28	2	8	5	0	13	-4	-4	-6	9
CCc1ccc(C(C(=O)NCCOC)N(C(=O)Cn2nnc3ccccc32)c2cccnc2)cc1 (stereo unspecified)	-10	3	-1	-5	-1	2	1	3	0	-6	-7
CCCCNC(=O)COC(=O)c1c2c(nc3ccccc13)CCC2	1	-13	10	-3	-5	-14	-6	-4	-15	0	24
Cc1nn(Cc2c(F)c(F)c(F)c(F)c2F)c(C)c1NC(=O)c1cccc(COc2ccc(Cl)cc2)c1	8	-63	-16	-21	-9	-82	-226	-1	-2	-88	-21
Cc1ccc(SC[C@H](Cc2ccccc2)N2CCN(C)CCC2=O)cc1	2	-2	-5	0	-14	4	-3	-3	16	-6	3
Cc1cc2cc3c(cc2nc1SCc1ccc(C(=O)O)cc1)OCCO3	-16	6	-34	-4	-36	-4	4	-8	8	2	1
O=C(OCC(=O)N1CCOCC1)c1ccc(Cl)cc1[N+](=O)[O-]	17	-34	-20	-22	-5	-8	1	-2	-17	-3	17
COc1ccc(NC(C)=O)cc1NC(=O)c1ccc(C#N)cc1	-8	-4	-4	20	10	3	4	-1	2	7	-14
CCOc1ccc(C(=O)CCC(=O)Nc2ccccc2C)cc1	8	8	2	-12	-4	-11	6	-7	0	-8	0
COc1ccc(C(CNC(=O)c2ccc(NS(=O)(=O)c3ccc(F)c(C)c3)cc2)N2CCCC2)cc1 (stereo unspecified)	5	2	-5	-12	23	1	-18	-21	-6	-9	2
O=C(O)COc1c(Cl)cc(/C=C2\NC(=O)NC2=O)cc1Br	-6	-7	-8	3	-11	6	-3	-10	-12	4	-1
Cc1cc(N2CCN(C)CC2)n2cc(-c3ccc(F)cc3)nc2n1	-3	-5	5	8	-6	-1	19	-2	-7	11	7
Cc1ccc(C)c(NC(=O)CCc2ccc(S(=O)(=O)NC3CCCCC3)cc2)c1	-10	18	-13	11	13	20	2	2	3	7	16
Cc1cc(Oc2ccccc2)nc(SCC(N)=O)n1	-12	18	-7	1	2	2	13	0	-1	5	-11
COC(=O)Cn1c(C(=O)N2CCCC2)cc2c1C[C@H]1CN(C(=O)c3ccccc3)[C@@](Cc3ccc(OC)cc3)(C(=O)OC)[C@@H]21	-13	-22	0	-1	.	.	-24	.	.	.	22
COc1ccccc1NC(=O)c1ccc(S(=O)(=O)N2CCOCC2)cc1	36	4	0	-6	-15	1	18	2	-1	9	14
Cc1csc(CNc2ncnc3ccc(-c4cccnc4)cc23)c1	-4	-20	29	-19	17	-12	0	-5	-20	4	21
Cc1nnc(SC(C)C(=O)NC2CCCCC2)[nH]c1=O (stereo unspecified)	-3	-3	8	2	-26	-2	-17	1	11	0	6
CCOC(=O)CSC1=C(C#N)C(c2ccccc2OCC)C(C(=O)OCC)C(=O)N1 (stereo unspecified)	-13	-3	-9	-3	-4	-1	2	-10	3	-2	-11

A section from further up:
SMILES	TRAIL sens C8	SRC2 inh	TROY signal inh	NR2F2 inh	CF NFkB block	SRC3 inh	LRH-1 inv ag	EBV LMP1 NFkB	KKLEB tox	SRC1 inh	TWEAK Fn14 block
O=C(CNCc1cccc(Cl)c1)N1CCc2ccccc2C1	-4	-12	-27	-6	-13	-16	1	-9	-4	-22	-2
COC(=O)c1cccc(NC(=S)N2CCOCC2)c1	-3	0	8	-8	4	-1	-7	5	1	-2	1

Next structures follow:
SMILES	TRAIL sens C8	SRC2 inh	TROY signal inh	NR2F2 inh	CF NFkB block	SRC3 inh	LRH-1 inv ag	EBV LMP1 NFkB	KKLEB tox	SRC1 inh	TWEAK Fn14 block
Cc1ccc(/C(N)=N/OC(=O)COc2ccc(Cl)c(C)c2)cc1	4	-3	-2	5	-18	-2	3	-2	4	-24	-5
Cc1ccc(N(CC(=O)NC(C)(C)C)C(=O)CCC(=O)Nc2nccs2)cc1C	0	5	3	14	-10	1	-10	-5	0	10	12
Cc1cc(-c2nc3ncccc3o2)ccc1NC(=O)CC(C)C	-6	-15	-51	-29	-4	-42	-56	-11	-9	-22	-5
CCOC(=O)C1=C(C)NC(C)=C(C(=O)OCC)C1c1ccc(O)cc1	-3	-26	-7	-4	-17	28	28	5	-3	5	-12
Cc1ccc(CNC(=O)Cn2cccc2)cc1	-23	26	2	2	-16	7	18	-5	-5	-1	8
COc1cc(C(=O)N(Cc2ccccc2)c2cccc(C)c2)ccc1OC(F)F	20	0	-9	20	18	15	-10	-11	-20	15	12
NC(=S)Nc1ccc(F)c(F)c1F	7	12	-16	10	0	18	11	-4	-4	4	4
CSc1ncccc1C(=O)Nc1nc2c(C)cccc2s1	5	-26	-24	-1	-15	-17	-17	6	0	-14	0
C=CCNc1ncnc2c1ncn2[C@H]1CN(C2CCCC2)C[C@@H](CO)O1	3	-8	8	-4	20	-28	-6	.	-6	-3	8
O=C(Nc1ccccc1)C1=C[C@H](c2ccc(Br)cc2)C[C@H](OCc2ccc(CO)cc2)O1	-1	-1	3	-4	2	-51	7	5	-21	-6	-1
O=C(CN(CC1CCCO1)C(=O)CCC(=O)Nc1nccs1)NCC1CCCO1 (stereo unspecified)	-4	-25	-1	-6	1	-32	-14	-2	1	-21	2
CCc1ccc(OCC2Cn3c(nc4c3c(=O)[nH]c(=O)n4C)O2)cc1 (stereo unspecified)	-13	21	7	6	0	-46	-6	4	3	-4	-7
O=C(CN1CCN(S(=O)(=O)c2ccc(F)cc2)CC1)NCc1cccs1	-2	10	-8	11	15	-7	5	-5	8	-4	18
Cc1cc(/C(N)=N/OC(=O)Nc2ccccc2)no1	5	-26	-24	4	9	-17	6	0	-6	-16	-5
Cc1cn([C@H]2C[C@H](O)[C@@H](CNC(=O)[C@H]3CCC(=O)N3)O2)c(=O)[nH]c1=O	14	11	6	-12	2	0	-5	-10	7	-9	3
Cc1[nH]c2ccccc2c1C(=O)CN1C(=O)C(=O)N(C2CCCC2)C1=O	-9	6	-27	-13	-4	16	2	-5	-2	2	0
Cn1c2c(c(=O)c3ccccc31)CCCC2	15	-9	18	8	-11	-17	4	-2	8	19	4
O=C(CCN1C(=O)c2ccccc2S1(=O)=O)N1CCN(c2ccccc2F)CC1	32	4	-5	3	13	2	-6	-11	3	1	6
N=c1n(CCN2CCCCC2)c2ccccc2n1CC(=O)c1cccc([N+](=O)[O-])c1	13	-17	-6	-24	-1	4	12	-20	-25	3	-51
O=C(C=Cc1ccc(Cl)s1)c1ccc(Cl)s1	-5	26	-20	-10	10	8	17	-2	-4	0	7
COc1ccc(CCC(=O)N2CCN(S(=O)(=O)c3ccc4ccccc4c3)CC2)cc1	-12	2	0	7	-1	9	19	2	0	9	2
N#CCCN(Cc1cccnc1)C(=O)Nc1ccccc1	-7	-20	-3	7	-11	-15	-5	2	-4	-10	8
CCn1c(=S)sc2c(=O)n(CC(=O)Nc3ccccc3C(F)(F)F)c(C)nc21	-15	-5	2	-11	4	-2	6	2	-4	-10	-19
C=CCn1c(SCCOc2ccc(OC)cc2)nnc1C(CO)NC(=O)c1ccc(OC)cc1 (stereo unspecified)	-3	-31	16	9	0	18	9	7	5	-13	7
Cc1cc(N=Cc2c(O)n(-c3ccc4c(c3)OCO4)c(=O)c3ccccc23)ccn1	3	11	-19	6	9	20	-6	-2	1	-21	-3
O=C(O)/C=C\C(=O)Nc1cccc(C(=O)Nc2cccc(O)c2)c1	29	-22	-7	-15	-2	-6	-16	-3	5	-23	-8
O=C(N/N=C/c1ccc(Cl)c([N+](=O)[O-])c1)c1cnccn1	-9	15	5	-35	10	9	-14	-1	5	-8	4
O=C(C1CCN(CC2CCCCC2)CC1)N1CCCC1	2	-5	3	4	4	11	-21	3	-3	-5	7
Cc1ccc(-n2c(C)nnc2SCC(=O)N(C)c2c(N)n(Cc3ccccc3)c(=O)[nH]c2=O)cc1	-13	-16	-2	-15	-14	21	17	3	4	3	1

By substructure, the entries above with a Cl atom.
SMILES	TRAIL sens C8	SRC2 inh	TROY signal inh	NR2F2 inh	CF NFkB block	SRC3 inh	LRH-1 inv ag	EBV LMP1 NFkB	KKLEB tox	SRC1 inh	TWEAK Fn14 block
O=C(CNCc1cccc(Cl)c1)N1CCc2ccccc2C1	-4	-12	-27	-6	-13	-16	1	-9	-4	-22	-2
O=C(NCc1cccnc1)C(=O)NCC1OCCCN1S(=O)(=O)c1ccc(Cl)cc1 (stereo unspecified)	-2	-9	14	10	5	11	-19	-1	5	7	10
O=C(CCNC(=O)c1ccccc1)OCC(=O)c1cccc(Cl)c1	-6	-28	2	8	5	0	13	-4	-4	-6	9
Cc1nn(Cc2c(F)c(F)c(F)c(F)c2F)c(C)c1NC(=O)c1cccc(COc2ccc(Cl)cc2)c1	8	-63	-16	-21	-9	-82	-226	-1	-2	-88	-21
O=C(OCC(=O)N1CCOCC1)c1ccc(Cl)cc1[N+](=O)[O-]	17	-34	-20	-22	-5	-8	1	-2	-17	-3	17
O=C(O)COc1c(Cl)cc(/C=C2\NC(=O)NC2=O)cc1Br	-6	-7	-8	3	-11	6	-3	-10	-12	4	-1
Cc1ccc(/C(N)=N/OC(=O)COc2ccc(Cl)c(C)c2)cc1	4	-3	-2	5	-18	-2	3	-2	4	-24	-5
O=C(C=Cc1ccc(Cl)s1)c1ccc(Cl)s1	-5	26	-20	-10	10	8	17	-2	-4	0	7
O=C(N/N=C/c1ccc(Cl)c([N+](=O)[O-])c1)c1cnccn1	-9	15	5	-35	10	9	-14	-1	5	-8	4

Random draw from the library; overall some 4.2% were active at least once.
